# Source: PubChem
# Sm TGR inh: blocks Schistosoma mansoni thioredoxin glutathione reductase; Q962Y6; purified TGR, DTNB reduction, TNB absorbance 405 nm; Potency, µM (titrated, usually from 114 µM), inactives show at the highest dose activity change, negative = inhibition, actives largely listed as inhibitors; actives 3% (n = 360,000); AID 485364; note: potency is the fitted concentration of half-maximal effect; nearly all actives have a fitted effect of over 60% in size
#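 TGR 20 nM + NADPH 100 uM (dispensed conc.), cpd preinc 15 min RT; start with NADPH (500 uM addition) then DTNB (15 mM addition). Kinetic TNB absorbance, 405 nm filter. Four-parameter Hill fit across titration.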
# HCMV inh: inhibitors of human cytomegalovirus | actives 4.5% (n = 410,000) | activity change, negative = inhibition, % at 57.5 µM | HFF cells, HCMV-luciferase reporter, 72 h; active compounds read low | AID 1259415; in the data active = activity change below about -60%; inconclusive = no clear call, values can overlap the other calls; inactive = above about -39%
#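 Inhibition of viral replication was scored as loss of reporter luminescence in HFFs infected with HCMV-luciferase (MOI 1 PFU/cell) for 72 h; compounds tested at 2 doses, normalized to buffer and Salinomycin controls.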
# AmpC inh detg: blocks E. coli AmpC beta-lactamase in detergent assay | Potency, µM (highest dose often 114 µM), inactives show at the top dose activity change, negative = inhibition, most hits filed as inhibitors | AmpC hydrolysis of nitrocefin, absorbance 480 nm, 0.01% Triton | P00811 | AID 485294 | actives 0.041% (n = 370,000);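 note: potency is the fitted concentration of half-maximal effect; 0% = no-compound wells and -100% = no-enzyme wells; nearly all actives have a fitted effect of over 25% in size; some results filed as inactive show a strong effect at the top dose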
# Target sequence (P00811 whole entry, looked up): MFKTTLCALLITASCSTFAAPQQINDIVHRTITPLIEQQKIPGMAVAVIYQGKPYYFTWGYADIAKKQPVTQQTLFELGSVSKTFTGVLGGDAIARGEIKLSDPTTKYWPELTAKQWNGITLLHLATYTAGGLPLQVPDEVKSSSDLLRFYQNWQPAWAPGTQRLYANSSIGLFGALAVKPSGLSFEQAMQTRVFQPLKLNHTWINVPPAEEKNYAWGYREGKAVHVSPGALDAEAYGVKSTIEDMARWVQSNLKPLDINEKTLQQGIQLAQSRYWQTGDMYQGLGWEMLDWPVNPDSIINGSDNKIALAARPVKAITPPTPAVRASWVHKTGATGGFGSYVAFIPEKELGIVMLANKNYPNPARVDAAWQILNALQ
#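 AmpC (5.3 nM in the dispensed reagent) in 20 mM phosphate pH 7.0 with 0.01% (detergent screen) or 0.0001% Triton X-100 was preincubated with compounds for 15 min at room temperature. Nitrocefin was then added from an 800 uM solution, and hydrolysis was followed at 480 nm.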
# AMA1-RON2 inh: AMA1-RON2 (P. falciparum) interaction inhibition | AlphaScreen AMA1-biotinylated RON2 peptide binding | Potency, µM (doses to about 58.2 µM), for the others: at the highest dose activity change, negative = inhibition, actives largely listed as inhibitors | actives 0.2% (n = 360,000) | AID 720542;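 note: potency is the fitted concentration of half-maximal effect; 0% = vehicle wells and -100% = peptide control; nearly all actives have a fitted effect of over 45% in size; some results filed as inactive show a strong effect at the top dose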
#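 AMA1 (3D7) with his tag at 25 nM final met compounds first, then biotinylated RON2 peptide at 25 nM; detection used donor plus acceptor beads, 10 µg/mL apiece, read by AlphaScreen after 30 min at room temperature.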
# Tb PYK inh: blocks Trypanosoma brucei pyruvate kinase; TbPYK enzyme, Kinase-Glo Plus ATP luminescence, 45 min; Q57TT1; actives 0.12% (n = 410,000); AID 624173; Potency, µM (doses to about 76.8 µM), without a hit: top-dose activity, negative = inhibition, actives largely listed as inhibitors; note: potency is the fitted concentration of half-maximal effect; nearly all actives have a fitted effect of over 50% in size
#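 Assay buffer: 50 mM TEA pH 7.2, 100 mM KCl, 10 mM MgCl2, 0.05% BSA, 0.01% Tween-20. Pyruvate kinase from T. brucei plus substrate met compound, then ADP (130 uM final). Luminescence was read post 45 min RT.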
# AmpC no deterg: blocks E. coli AmpC beta-lactamase in detergent-free assay | AmpC nitrocefin hydrolysis, absorbance 480 nm, 0.0001% Triton | P00811 | Potency, µM (highest dose often 57.1 µM), for inactives: at the highest dose activity change, negative = inhibition, most hits filed as inhibitors | actives 0.52% (n = 330,000) | AID 485341;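 note: potency is the fitted concentration of half-maximal effect; plate controls were no compound for no effect and no enzyme for full effect; nearly all actives have a fitted effect of over 20% in size; some results filed as inactive show a strong effect at the top dose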
#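 20 mM phosphate pH 7.0 + 0.01% (detergent screen) or 0.0001% Triton X-100; 5.3 nM AmpC reagent; cpd preinc 15 min RT; nitrocefin (800 uM stock) to start; A480 q20 s × 4 min; Activity was normalised to no-enzyme and no-compound control wells.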
# LmPK inhibitor: LmPK (Leishmania mexicana) enzyme inhibition. Potency, µM (series often up to 57.5 µM), for inactives: at the top dose activity change, negative = inhibition, most hits filed as inhibitors. purified LmPK, Kinase-Glo ATP luminescence, 1 h. AID 1721. actives 0.37% (n = 290,000). Q27686; note: potency is the fitted concentration of half-maximal effect
# Target sequence (Q27686 whole entry, looked up): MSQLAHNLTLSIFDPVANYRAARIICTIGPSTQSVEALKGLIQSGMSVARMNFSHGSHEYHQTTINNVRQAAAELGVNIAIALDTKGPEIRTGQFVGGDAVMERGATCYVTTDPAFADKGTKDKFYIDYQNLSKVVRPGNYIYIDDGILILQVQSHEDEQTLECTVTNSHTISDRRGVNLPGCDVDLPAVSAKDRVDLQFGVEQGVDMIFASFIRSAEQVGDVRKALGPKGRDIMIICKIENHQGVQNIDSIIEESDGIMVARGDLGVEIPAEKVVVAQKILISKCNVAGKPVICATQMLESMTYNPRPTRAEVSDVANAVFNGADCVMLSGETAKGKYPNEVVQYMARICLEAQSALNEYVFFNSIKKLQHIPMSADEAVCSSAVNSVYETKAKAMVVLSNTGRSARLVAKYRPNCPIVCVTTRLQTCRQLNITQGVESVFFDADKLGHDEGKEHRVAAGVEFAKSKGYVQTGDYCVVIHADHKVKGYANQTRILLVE
#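 0.1 nM LmPK, 0.5 mM PEP, 0.1 mM ADP; 50 mM imidazole pH 7.2, 7 mM MgCl2, 50 mM KCl; 1 h RT. Kinase-Glo luminescence readout, normalized to no-enzyme (full inhibition) and uninhibited wells.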
# * marks the source's active call; other numbers are inactive results; ? = inconclusive; / = not tested or not shown; & = joins results of further samples; [ ] = dose if it differs, or a comment. Unless noted, calls come from the whole dose curve; as a rule, active = well fitted curve in the direction sought with a large enough effect; inconclusive = small, poorly fitted or top-dose-only effect, or another doubt; inactive = no such curve, though single readings can be large; an effect the other way counts as inactive or inconclusive. Unless noted, % is set by controls: 0 for no effect and ±100 for the full control effect. Compounds as they come; 7.4% or so of the library scored in one or more.
SMILES,Sm TGR inh,HCMV inh,AmpC inh detg,AMA1-RON2 inh,Tb PYK inh,AmpC no deterg,LmPK inhibitor
O=C(CNS(=O)(=O)c1ccccc1)OCC(=O)c1ccc(Br)cc1,0%,19,-3%,-2%,-6%,-32%,3%
COC(=O)c1ccc(NC(=S)NCCC2=CCCCC2)cc1,1%,0,5%,5%,1%,-15%,0%
Cn1c(=O)cc(OCC(=O)NCc2ccccn2)c2ccccc21,1%,120,?,-3%,/,1%,-6%
CCCn1c(COc2ccc(C(=O)O)cc2)nc2ccccc21,6%,-2,-1%,2%,-16%,-14%,2%
Cc1c(CN2CCCC(CO)(Cc3cccc(Cl)c3)C2)cnn1C (stereo not given),7%,-20,-10%,-9%,0%,11%,-1%
Cc1ccc(/C=C2\CC(C)CC3=C2NC(=S)NC3c2ccc(C)cc2)cc1 (stereo not given),16µM*,-23,5%,59%[activator],-26%,-37%,5%
COc1ccc(OCC(=O)N/N=C/c2ccc(O[C@@H]3O[C@H](CO)[C@@H](O)[C@H](O)[C@H]3O)cc2)cc1,9%,-12,-2%,3%,-14%,-19%,-4%
Cc1noc(C)c1COc1ccc(C(=O)OCC(=O)N2CC(=O)Nc3ccccc32)cc1,-4%,8,2%,5%,-1%,23%,1%
CCOC(=O)c1[nH]c(COC(=O)C2CC(=O)N(Cc3ccccc3)C2)c(C(=O)OCC)c1C (stereo not given),-15%,20,2%,3%,2%,171%[activator],3%
O=C(NC1CC(=O)N(c2cccc(F)c2)C1)c1ccc(S(=O)(=O)N2CCCCC2)cc1 (stereo not given),0%,?,0%,/,-10%,/,/
CCN(CC)CCOCCOC(=O)C1(c2ccccc2)CCCC1,/,-16,/,0%,3%&1%,/,/
COC(=O)c1cc(OC)c(OC)cc1NC(=O)c1ccc(OC)c(OC)c1,-3%,?,-1%,5%,0%,24%,-1%
O=C(Nc1ccc(-n2nncc2-c2ccco2)cc1)c1ccc(F)cc1,-1%,-38,5%,-6%,-8%,-41%,2%
COCCN(CCOC)S(=O)(=O)c1ccc(C(=O)Nc2ccc(S(=O)(=O)Nc3nccc(C)n3)cc2)cc1,-1%,-38,0%,-4%,2%,-22%,9%[11.5 µM]
Cc1ccccc1NC(=O)CSc1ccsc1[N+](=O)[O-],-15%,?,-9%,6%,-5%,-33%,5%
Cc1cc[n+](CC(=O)c2ccc(NC(=O)c3ccccc3)cc2)cc1,6%,-37,1%,0%,1%,-14%,0%
Cc1cc(C)n(-c2ncnc3ccccc23)n1,0%,17,-2%,-5%,-4%,-10%,2%
COc1ccc(NC(=O)N(C)C[C@H]2Oc3ccc(NC(=O)C4CCCCC4)cc3C(=O)N([C@H](C)CO)C[C@@H]2C)cc1,/,-31,/,-1%,-6%,120%[activator],/
CCOC(=O)CNS(=O)(=O)CCN1C(=O)c2ccccc2C1=O,4%,17,-22%,21%,1%,-15%,-3%
Cc1cc(/C=N/n2cnnc2)c(C)n1-c1ccc(OCc2ccc(Cl)cc2Cl)cc1,-6%,/,-2%,-24%,7%,31%,-5%
COc1cccc(/C=C/C(=O)Nc2cccc(C(C)=O)c2)c1OC,11%,111,?,-7%,0%,-22%,7%
Cc1cc2c(cc1S(=O)(=O)N1CCN(c3ccccc3)CC1)OCCN2C,-2%,19,-6%,?,2%,5%,4%
Cc1ccc(NC(=O)c2ncn(CCCN3CCN(c4ncccn4)CC3)n2)cc1C,/,-6,/,1%,-2%,/,/
O=C(COC(=O)c1ccccn1)NCc1cccs1,3%,13,-21%,4%,-2%,-20%,/
Cc1ccc(S(=O)(=O)N(CC(=O)Nc2ccccc2C(=O)O)c2ccccc2C)cc1,/,-19,-1%,-1%,0%,-26%,2%
O=C(NNS(=O)(=O)c1ccc(Cl)cc1)c1ccc(S(=O)(=O)N2CCCCC2)cc1,-16%,?,?,30%,1%,-24%,5%
CC1CCC(NC(=O)C2CCC(CNS(=O)(=O)c3ccccc3)CC2)CC1 (stereo not given),-6%,8,2%,-6%,5%,-14%,-10%
CCC(=O)N(CCC(c1ccc(C)cc1)c1ccco1)Cc1ccco1 (stereo not given),14µM*,-33,11%,-12%,-15%,62%[activator],10%
COc1ccc(-c2csc3ncnc(NCCO)c23)cc1,-21%,-87*,?,-18%,3%,-5%,7%
O=C(CC1CCCCC1)NCc1cn2ccsc2n1,12%,-9,?,-2%,-8%,-16%,3%
Cc1ccc2cc(CN(Cc3ccco3)C(=O)c3ccccc3)c(=O)[nH]c2c1C,-3%,-26,-16%,0%,-6%,-13%,2%
O=Cc1ccc(N2CCCCCC2)cc1,-6%,-16,-9%,16%,2%,-9%,-1%
C=CCN(CC=C)Cc1c(C)[nH]c2ccc(C(=O)OCC)cc2c1=O,8%,27,?,0%,-7%,-10%,3%
O=C(CCC(=O)N1CCN(Cc2ccc(F)cc2)CC1)Nc1nnc(C2CCCCC2)s1,-7%,?,-6%,-9%,0%,5%,2%
CC(C)c1nc2ccccc2n1CC(O)COC1CCCCC1 (stereo not given),10%,0,-2%,0%,0%,19%,-8%
COc1cc(C(=O)OCC(=O)N2CCC(C)CC2)cc2c1OCCO2,-6%,-9,-6%,-2%,1%,-5%,/
COc1ccc(-n2nnc3c(=O)n(CC(=O)NCC4CCCO4)cnc32)cc1 (stereo not given),1%,-102*,-21%,-7%,-9%,6%,-3%
Cc1ccccc1OCCn1nc(C(=O)O)c2ccccc2c1=O,-1%,-5,?,-10%,0%,0%,4%
Oc1ccc(CCc2ccccn2)cc1,/,21,/,5%,-1%,/,/
CC1=C(C(=O)Nc2ccccc2)C2(CCCCC2)C(C(N)=O)C(=S)N1 (stereo not given),-10%,-35,?,-11%,1%,-22%,2%
NC(=O)CCCc1nc(-c2ccccc2)no1,15%,2,0%,-8%,3%,-12%,-3%
Cc1ccc(S(=O)(=O)N(CC(=O)N/N=C\c2cccs2)c2cccc3cccnc23)cc1,-6%,-63*,?,14%,-8%,-28%,4%
CCCCC1CCC(C(=O)N(C)CC(=O)Nc2cccc(F)c2)CC1 (stereo not given),4%,10,-7%,-9%,-3%,-23%,5%
COCCCNc1ccn2nc(-c3cc(OC)c(OC)c(OC)c3)cc2n1,/,48,/,14%,3%,/,/
NC(=O)C1CCN(c2oc(-c3ccccc3F)nc2S(=O)(=O)c2ccc(Cl)cc2)CC1,?,-18,?,-1%,9%,-16%,1%
O=C(Cc1ccccc1)NC(Nc1ccccc1)C(Cl)(Cl)Cl (stereo not given),0%,-8,-9%,4%,-3%,-24%,-2%
c1ccc(-c2cc3n(c2)CCc2ccccc2-3)cc1,-13%,33,-14%,-5%,-6%,-35%,-8%
COc1ccc(C2CC(c3ccc4ccccc4c3)=NN2C(=O)CN2C(=O)CCC2=O)cc1 (stereo not given),-3%,52,-5%,7%,3%,98%[activator],-1%
CC(=O)c1c(C)nn(CC(O)COc2ccc3c(c2)CCC3)c1C (stereo not given),-3%,?,-12%,-6%,8%,48%,3%
COc1ccc(CN2CCNC(=O)C2CC(=O)NCCc2c[nH]c3ccccc23)c(OC)c1 (stereo not given),/,13,?,-2%,0%,116%[activator],1%
Cc1c(O)ccc2c(O)c(NC(=O)c3ccc4c(c3)CCC(C)(C)O4)c(=O)oc12,-6%,-20,2%,-3%,-3%,-18%,4%
Cc1ccc(NC(=O)CN(C)C2CCCCC2)cc1Br,20%,-25,2%,-24%,-3%,18%,-3%
O=C(NC(=S)Nc1nc(-c2cccc([N+](=O)[O-])c2)cs1)c1ccccc1Cl,-9%,0,-4%,10%,5%,-35%,3%
O=S(=O)(c1cccc(S(=O)(=O)N2CCN(c3ncccn3)CC2)c1)N1CCOCC1,-21%,-9,-11%,-1%,-3%,-3%,5%

# 14 of the compounds above, as tab-separated lines:
SMILES	Sm TGR inh	HCMV inh	AmpC inh detg	AMA1-RON2 inh	Tb PYK inh	AmpC no deterg	LmPK inhibitor
Cc1ccccc1OCCn1nc(C(=O)O)c2ccccc2c1=O	-1%	-5	?	-10%	0%	0%	4%
Oc1ccc(CCc2ccccn2)cc1	/	21	/	5%	-1%	/	/
CC1=C(C(=O)Nc2ccccc2)C2(CCCCC2)C(C(N)=O)C(=S)N1 (stereo not given)	-10%	-35	?	-11%	1%	-22%	2%
NC(=O)CCCc1nc(-c2ccccc2)no1	15%	2	0%	-8%	3%	-12%	-3%
Cc1ccc(S(=O)(=O)N(CC(=O)N/N=C\c2cccs2)c2cccc3cccnc23)cc1	-6%	-63*	?	14%	-8%	-28%	4%
CCCCC1CCC(C(=O)N(C)CC(=O)Nc2cccc(F)c2)CC1 (stereo not given)	4%	10	-7%	-9%	-3%	-23%	5%
COCCCNc1ccn2nc(-c3cc(OC)c(OC)c(OC)c3)cc2n1	/	48	/	14%	3%	/	/
NC(=O)C1CCN(c2oc(-c3ccccc3F)nc2S(=O)(=O)c2ccc(Cl)cc2)CC1	?	-18	?	-1%	9%	-16%	1%
O=C(Cc1ccccc1)NC(Nc1ccccc1)C(Cl)(Cl)Cl (stereo not given)	0%	-8	-9%	4%	-3%	-24%	-2%
c1ccc(-c2cc3n(c2)CCc2ccccc2-3)cc1	-13%	33	-14%	-5%	-6%	-35%	-8%
COc1ccc(C2CC(c3ccc4ccccc4c3)=NN2C(=O)CN2C(=O)CCC2=O)cc1 (stereo not given)	-3%	52	-5%	7%	3%	98%[activator]	-1%
CC(=O)c1c(C)nn(CC(O)COc2ccc3c(c2)CCC3)c1C (stereo not given)	-3%	?	-12%	-6%	8%	48%	3%
COc1ccc(CN2CCNC(=O)C2CC(=O)NCCc2c[nH]c3ccccc23)c(OC)c1 (stereo not given)	/	13	?	-2%	0%	116%[activator]	1%
Cc1c(O)ccc2c(O)c(NC(=O)c3ccc4c(c3)CCC(C)(C)O4)c(=O)oc12	-6%	-20	2%	-3%	-3%	-18%	4%
